Bioassay records from PubChem BioAssay.
GLP1R inv ag: GLP-1 receptor (human) inverse agonism. HEK293 GLP-1R CRE-luciferase, luminescence, 24 h; GLP-1R form is constitutively active. Potency, µM (doses to about 38.3 µM), for inactives: top-dose activity change, negative = inhibition, most hits filed as inhibitors. 410,000 compounds, 1.6% hits. AID 624417; further: potency means the concentration at half of the fitted maximal effect; on the % scale 0 is the no-effect control and ±100 the full control effect; nearly all actives have a fitted effect of over 55% in size
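Inverse agonists were sought by their lowering of basal cAMP reporter luciferase output in HEK293 cells stably carrying constitutively active human GLP-1R, after 24 h compound treatment.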
D3 antag: antagonists of human D3 dopamine receptor; P35462; D3R cells, DiscoveRx beta-arrestin luminescence, antagonist mode; stronger effect = lower value; max response, negative = inhibition, %; 360,000 compounds, 2.5% hits; in the data active means max response below about -50%; inconclusive means no clear call, values can overlap the other calls; further: on the % scale 0 is the no-effect control and ±100 the full control effect; mostly tested at two doses, the higher about 12 µM
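Cells expressing the human receptor were seeded at 1500 cells/well, incubated overnight at 37 degrees C in 5% CO2, then exposed to library compounds with dopamine controls for 90 minutes at 37 degrees C before luminescent detection.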
GLP-1R agonist: agonists of human GLP-1 receptor. P43220. HEK293 GLP-1R CRE-luciferase, luminescence, 4-6 h; cells express a hypersensitive GLP-1R form. Potency, µM (doses to about 45.6 µM), inactives show at the highest dose activation, most hits filed as activators. 380,000 compounds, 0.007% hits; further: potency means the concentration at half of the fitted maximal effect; % of control where 0% means no effect
IL2 activator: IL-2 activation; IL-2 activation reporter assay, cell-based qHTS; stimulated with anti-CD3/CD4/CD28 beads; in transgenic mouse T cells; activation, % (series mostly up to about 46 µM); 360,000 compounds, 0.065% hits; AID 652025; in the data active means activation above about 50%; inconclusive means mostly about 30% to 49%; further: 0% is about no effect
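Unstimulated transgenic mouse T cells preincubated 60 min with compound, then stimulated with anti-CD3/anti-CD4-coated beads plus anti-CD28 for 18 h at 37 degrees C. IL-2 response read as EGFP and DsRed fluorescence by plate cytometry.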
PI5P4K alpha inh: PI5P4K alpha (human) kinase inhibition; P48426; PI5P4Kalpha enzyme, ADP-Glo luminescence, 60 min; stronger effect = lower value; max response, %; 330,000 compounds, 1.2% hits; AID 652105; active means max response of -50% or lower; inconclusive means between -30% and -50%; inactive means -30% or higher; further: value at the top dose of about 77 µM; on the % scale 0 is the no-effect control and ±100 the full control effect
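Controls without substrate or without enzyme flank wells where PI5P4Kalpha converts substrate using 5 microM ATP (final). Incubation lasts 60 minutes at room temperature; ADP formed is read by ADP-Glo luminescence.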
WRN inhibitor: blocks human WRN helicase; Potency, µM (top dose mostly 114 µM), for inactives: at the top dose activity change, negative = inhibition, most hits filed as inhibitors; Q14191; WRN helicase unwinding, fluorescent forked duplex, kinetic; 360,000 compounds, 0.46% hits; further: potency means the concentration at half of the fitted maximal effect; on the % scale 0 is the no-effect control and ±100 the full control effect; nearly all actives have a fitted effect of over 55% in size
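Fluorescence dequenching readout, ex 525 nm/em 598 nm, kinetic mode: forked duplex DNA (100 nM final) with adjacent fluorophore and quencher unwound by WRN (20 nM final) with 2 mM ATP. Compound preincubation 15 min, room temperature.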
PLK1 PBD inh: inhibitors of human PLK1 polo-box domain binding. 360,000 compounds, 2.8% hits. Potency, µM, inactives show max response, negative = inhibition, hits mostly inhibitors. AID 720504. Plk1 PBD binding of FITC phosphopeptide, fluorescence polarization; further: potency means the concentration at half of the fitted maximal effect; series mostly up to about 57 µM; on the % scale 0 is the no-effect control and ±100 the full control effect; nearly all actives have a fitted effect of over 65% in size
D3 ag: activates the human D3 dopamine receptor; P35462; D3R DiscoveRx beta-arrestin cells, luminescence, 90 min; max activation, %; 410,000 compounds, 0.58% hits; AID 652048; in the data active means max activation above about 30%; further: 0% is about no effect; mostly tested at two doses, the higher about 12 µM
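Agonist mode: compounds and dopamine controls were applied to plated cells for 90 min at 37 degrees C after an overnight attachment at 1500 cells/well. Luminescent read-out followed 30 - 60 minutes at room temperature with DiscoveRx detection reagent.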
HEK293 tox: cytotoxicity counter-screen for GLP-1 receptor inverse agonists | 410,000 compounds, 0.13% hits | Potency, µM (highest dose often 38.3 µM), for the others: top-dose activity change, negative = inhibition, usual class: inhibitors | AID 624418 | HEK293 cAMP-luciferase reporter cells, luminescence, 24 h;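 further: loss of luciferase light is scored as toxicity; potency means the concentration at half of the fitted maximal effect; on the % scale 0 is the no-effect control and ±100 the full control effect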
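Quantitative HTS format, 1536 wells, 200 cells/uL seeded. Compounds: 23 nL, 24 h, 37 °C. Detection: luciferase reagent, luminescence at 12 min RT; decreased signal taken as cytotoxic.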
Starred values were filed as active, the others as inactive; [ ] = another dose, or the depositor's remark. Unless noted, the call rests on the fitted dose curve; in most records, active means well fitted curve in the direction sought with a large enough effect; inconclusive means small, poorly fitted or top-dose-only effect, or another doubt; inactive means no such curve, though single readings can be large; an effect the other way counts as inactive or inconclusive.

`CSc1cccc(NC(=O)N2CCN(C)CC2)c1` gave GLP1R inv ag -19%, D3 antag 10, GLP-1R agonist 0%, IL2 activator -2.1, PI5P4K alpha inh 0, WRN inhibitor -4%, PLK1 PBD inh -7%, D3 ag 0 and HEK293 tox -2%.
Screening N=c1oc2ccc(Br)cc2cc1C(=O)NC1CCCCCC1 returned GLP1R inv ag 2%, D3 antag 9, GLP-1R agonist -4%, IL2 activator -2.5, PI5P4K alpha inh 3, WRN inhibitor -4%, PLK1 PBD inh -1%, D3 ag -5 and HEK293 tox 1%.
For Cc1cccc(-c2noc(CCCC(=O)Nc3cccnc3)n2)c1 the results were GLP1R inv ag 0%, D3 antag 13, GLP-1R agonist -1%, IL2 activator 2.5, PI5P4K alpha inh -1, WRN inhibitor -1%, PLK1 PBD inh -10%, D3 ag 1 and HEK293 tox -10%.
COc1ccccc1N1CN(Cc2ccccc2)CNC1=S was read as GLP1R inv ag -11%, D3 antag 4, GLP-1R agonist -1%, IL2 activator -1.4, PI5P4K alpha inh -14, WRN inhibitor -6%, PLK1 PBD inh -9%, D3 ag -18 and HEK293 tox 3%.
O=C(CCNS(=O)(=O)c1ccc2c(c1)CCN2C(=O)C1CC1)Nc1ccc(Cl)cc1 was read as GLP1R inv ag 0%, GLP-1R agonist 20%, D3 ag -4 and HEK293 tox 1%.
`Cc1ccc(C2CC(c3ccc(C)cc3)n3nc(N)nc3N2)cc1` (configuration not stated) gave GLP1R inv ag -8%, D3 antag -11, GLP-1R agonist 6%, IL2 activator -2.9, PI5P4K alpha inh 1, WRN inhibitor -4%, PLK1 PBD inh -11%, D3 ag -4 and HEK293 tox 4%.
CCC(=O)OCc1cc(=O)oc2ccc3ccccc3c12 was read as GLP1R inv ag 22%, D3 antag 11, GLP-1R agonist 22%, IL2 activator 0.8, PI5P4K alpha inh 4, WRN inhibitor 26%, PLK1 PBD inh -4%, D3 ag -5 and HEK293 tox -8%.
Screening CC(C)N(C)C1CCN(C(=O)Nc2ccc(Cl)cc2)CC1 returned GLP1R inv ag -27%, D3 antag 8, GLP-1R agonist -17%, IL2 activator 1.3, WRN inhibitor 5%, PLK1 PBD inh -9%, D3 ag -20 and HEK293 tox 5%.
For CCOc1ccc(NC(=O)COc2ccc(S(=O)(=O)N3CCCC3)cc2)cc1 the results were GLP1R inv ag -3%, D3 antag -4, GLP-1R agonist 1%, IL2 activator -6.5, PI5P4K alpha inh 4, WRN inhibitor 4%, PLK1 PBD inh 1%, D3 ag 2 and HEK293 tox 4%.
Screening Cc1ccc(NC(=O)CN(C)C(=O)CSc2nc(C)cc(C)n2)cc1 returned GLP1R inv ag 6%, D3 antag 0, GLP-1R agonist -4%, IL2 activator 0.1, PI5P4K alpha inh -3, WRN inhibitor 9%, PLK1 PBD inh 3%, D3 ag 2 and HEK293 tox -9%.
CCc1ccc2oc(C(=O)N3CCN(C)CC3)cc(=O)c2c1 was read as GLP1R inv ag -9%, D3 antag 13, GLP-1R agonist 0%, IL2 activator 0.9, PI5P4K alpha inh 1, WRN inhibitor -4%, PLK1 PBD inh 4%, D3 ag 0 and HEK293 tox 3%.
COc1ccc(C2CC(=O)Oc3c(C(CCN4CCCCC4)c4ccc(N(C)C)cc4)c(OC)cc(OC)c32)cc1 (configuration not stated) was read as GLP1R inv ag -9%, D3 antag -58*, GLP-1R agonist -5%, IL2 activator -3.6, PI5P4K alpha inh -7, WRN inhibitor -1%, PLK1 PBD inh 6%, D3 ag -3 and HEK293 tox -13%.

Looked up by structure from above:
O=C(CCNS(=O)(=O)c1ccc2c(c1)CCN2C(=O)C1CC1)Nc1ccc(Cl)cc1 was read as GLP1R inv ag 0%, GLP-1R agonist 20%, D3 ag -4 and HEK293 tox 1%.
Screening Cc1ccc(NC(=O)CN(C)C(=O)CSc2nc(C)cc(C)n2)cc1 returned GLP1R inv ag 6%, D3 antag 0, GLP-1R agonist -4%, IL2 activator 0.1, PI5P4K alpha inh -3, WRN inhibitor 9%, PLK1 PBD inh 3%, D3 ag 2 and HEK293 tox -9%.

(further entries)
For Cc1ccc(S(=O)(=O)n2cccc2/C=C/[N+](=O)[O-])cc1 the results were GLP1R inv ag inconclusive, D3 antag -22, GLP-1R agonist -16%, IL2 activator -3.1, PI5P4K alpha inh -22, WRN inhibitor -16%, PLK1 PBD inh 7.5µM*, D3 ag 0 and HEK293 tox inconclusive.
For Cc1ccc(C)c2[nH]c(=O)c(CN(Cc3ccco3)S(=O)(=O)c3ccc4c(c3)OCCO4)cc12 the results were GLP1R inv ag inconclusive, D3 antag 18, GLP-1R agonist 4%, IL2 activator -2.9, WRN inhibitor -2%, PLK1 PBD inh -1%, D3 ag 14 and HEK293 tox -30%.
`CCn1c(SCc2nc3ccccc3c(=O)[nH]2)nnc1-c1cccnc1` gave GLP1R inv ag 0%, D3 antag 6, GLP-1R agonist 11%, IL2 activator -1.6, WRN inhibitor 0%, PLK1 PBD inh -4%, D3 ag 11 and HEK293 tox 0%.
Screening COc1ccccc1-c1cc(C(=O)N2CCCc3ccccc32)no1 returned GLP1R inv ag inconclusive, D3 antag 19, GLP-1R agonist 16%, IL2 activator -0.8, PI5P4K alpha inh -2, WRN inhibitor 0%, PLK1 PBD inh 2%, D3 ag -10 and HEK293 tox 3%.
`O=C(NCc1cccs1)C1C(=O)Nc2ccccc2C(=O)N1Cc1ccccc1` (configuration not stated) gave GLP1R inv ag -3%, D3 antag 1, IL2 activator -0.6, PI5P4K alpha inh 9, WRN inhibitor 4%, PLK1 PBD inh 5%, D3 ag -6 and HEK293 tox -9%.
For CC(C)(C)c1ccc(C(=O)N2CCN(C(=O)C3CCCCC3)CC2)cc1 the results were GLP1R inv ag inconclusive, D3 antag -5, GLP-1R agonist -8%, IL2 activator -0.6, PI5P4K alpha inh 3, WRN inhibitor -7%, PLK1 PBD inh 2%, D3 ag 3 and HEK293 tox -5%.
C#CCOCCOCCOCCNc1nc(N2CCN(C(=O)CCCCCCCCCCNC(=O)[C@@H](CCSC)n3cc(CCO)nn3)CC2)nc(N2CCN(C(=O)CCCCCCCCCCNC(=O)[C@H]([C@@H](C)CC)n3cc(CCCCN=C(N)N)nn3)CC2)n1 was read as GLP1R inv ag inconclusive, D3 antag -11, GLP-1R agonist 11%, IL2 activator 0.1, PI5P4K alpha inh -73*, WRN inhibitor inconclusive, PLK1 PBD inh 18%, D3 ag 1 and HEK293 tox inconclusive.
Screening O=C1CCCN1c1ccc(Br)cc1 returned GLP1R inv ag 7%, D3 antag -18, GLP-1R agonist 3%, IL2 activator -0.5, PI5P4K alpha inh -7, WRN inhibitor 9%, PLK1 PBD inh -5%, D3 ag -7 and HEK293 tox 31%[activator].
For CCC(Oc1ccccc1)C(=O)N1CCN(S(=O)(=O)c2ccccc2)CC1 (configuration not stated) the results were GLP1R inv ag -8%, D3 antag -10, GLP-1R agonist -2%, IL2 activator 2.9, PI5P4K alpha inh 0, WRN inhibitor 2%, PLK1 PBD inh 0%, D3 ag -5 and HEK293 tox 0%.
CCc1ccccc1C1C(=O)c2ccccc2C1=O was read as GLP1R inv ag 4%, D3 antag 17, GLP-1R agonist 3%, IL2 activator 0.7, PI5P4K alpha inh 1, WRN inhibitor 19%, PLK1 PBD inh -23%, D3 ag -6 and HEK293 tox -2%.
`COc1cc(/C=C(\C#N)c2nnc(N3CCOCC3)n2-c2ccccc2)ccc1O` gave GLP1R inv ag 17%, D3 antag -4, GLP-1R agonist 5%, IL2 activator -0.3, PI5P4K alpha inh 1, WRN inhibitor 5%, PLK1 PBD inh -1%, D3 ag 2 and HEK293 tox -30%.
`O=C(CCCSc1nc(-c2ccco2)cc(C(F)(F)F)n1)NCc1cccs1` gave GLP1R inv ag inconclusive, D3 antag 11, GLP-1R agonist 6%, IL2 activator -0.4, PI5P4K alpha inh 6, WRN inhibitor -9%, PLK1 PBD inh -4%, D3 ag 9 and HEK293 tox 2%.
`CC(=O)N(C)c1ccc(NC(=S)Nc2cccc3ccccc23)cc1` gave GLP1R inv ag -1%, D3 antag inconclusive, GLP-1R agonist 3%, IL2 activator -0.9, PI5P4K alpha inh 7, WRN inhibitor -15%, PLK1 PBD inh -22%, D3 ag -1 and HEK293 tox -16%.
`O=C(Cn1c(=O)n(Cc2ccco2)c(=O)c2ccccc21)Nc1cccc(F)c1` gave GLP1R inv ag -8%, GLP-1R agonist -3%, D3 ag 1 and HEK293 tox -5%.
For CCCC1S/C(=N/N=C/c2ccc(OC)cc2)N(Cc2ccc(OC)cc2)C1=O (configuration not stated) the results were GLP1R inv ag 2%, D3 antag 2, GLP-1R agonist 0%, IL2 activator -1.0, PI5P4K alpha inh 4, WRN inhibitor -2%, PLK1 PBD inh 2%, D3 ag 3 and HEK293 tox -9%.
For O=C(OCC(=O)N1CCN(C(=O)c2ccco2)CC1)c1ccccc1NCCO the results were GLP1R inv ag -3%, D3 antag -14, GLP-1R agonist 1%, IL2 activator -0.1, PI5P4K alpha inh -14, WRN inhibitor 2%[11.6 µM], PLK1 PBD inh -21%, D3 ag -2 and HEK293 tox -1%.
For COc1cccc(C(=O)N2CCN(c3ccc(N4CCOCC4)nn3)CC2)c1 the results were GLP1R inv ag -13%, D3 antag inconclusive, GLP-1R agonist 18%, IL2 activator 2.7, PI5P4K alpha inh 2, WRN inhibitor -26%, PLK1 PBD inh -16%, D3 ag -8 and HEK293 tox 12%.
`COc1ccc(Cc2nnc(SCC(=O)N(C)c3ccccc3)o2)cc1` gave GLP1R inv ag -15%, D3 antag 9, GLP-1R agonist 5%, IL2 activator 0.1, PI5P4K alpha inh 5, WRN inhibitor -7%, PLK1 PBD inh 2%, D3 ag -2 and HEK293 tox 2%.
`Cc1cc(C)nc(NC2=NCC(=O)N2CCc2c[nH]c3ccccc23)n1` gave GLP1R inv ag 3%, D3 antag 0, GLP-1R agonist 1%, IL2 activator -2.7, PI5P4K alpha inh -3, WRN inhibitor 4%, PLK1 PBD inh -12%, D3 ag -5 and HEK293 tox 3%.
